All columns: NCI-60 one-dose screen, growth in % after 48 h at 10 µM unless noted; 100 = growth as untreated, 0 = no growth, -100 = all killed.
T-47D = T-47D breast cancer; hit rate 5% among 79,000
K-562 = K-562 leukemia. hit rate 7.4% among 78,000
BT-549 = BT-549 breast cancer | hit rate 4.4% among 78,000 | AID 1794793
MDA-MB-231 = MDA-MB-231 breast cancer | hit rate 5% among 81,000
MDA-MB-468 = MDA-MB-468 breast cancer; AID 2202374; hit rate 8.5% among 78,000
HS 578T = HS 578T breast cancer | AID 1794788 | hit rate 4.1% among 78,000
MCF7 = MCF7 breast cancer; AID 1794796; hit rate 6.3% among 82,000
LOX IMVI = LOX IMVI melanoma; hit rate 7.4% among 79,000
* = called active by the depositor; nt = no result given; & = joins results of further samples; [ ] = dose if it differs, or a comment. Rule for the calls: active = growth percent below 10; inactive = the rest.

SMILES | T-47D | K-562 | BT-549 | MDA-MB-231 | MDA-MB-468 | HS 578T | MCF7 | LOX IMVI
N#Cc1c(-c2cccc(Cl)c2)nn(CC(=O)N2CCOCC2)c1N | 101 | 107 | 92 | 107 | 112 | 88 | 94 | 98
COc1ccc(C2CC(n3ccnc3)c3cc(OC)c(OC)c(OC)c32)cc1O (stereo not drawn) | 94 | 45 | 90 | 81 | 79 | 85 | 45 | 86
N#C/C(=C\c1ccc(Br)cc1)n1nnc2cc(Cl)c(Cl)cc21 | 18 | 9.0* | 23 | 33 | -5.2* | 51 | 6.5* | -9.6*
O=c1[nH]cc(CCCc2ccccc2)c(=O)[nH]1 | 103 | 101 | 106 | 109 | nt | 106 | 107 | 107
CCOC(=O)/C=C/c1ccco1 | 104 | 114 | 120 | 122 | 105 | 107 | 99 | 100
Cc1ccc(-c2csc3nc(C)c(CCNc4ccc(S(=O)(=O)N=C(N)N)cc4)c(=O)n23)cc1 | 86 | 104 | 122 | 84 | 113 | 100 | 83 | 95
COC(=O)C1=C(C)C(=O)CC1 | 127 | 96 | 114 | 102 | 110 | 104 | 97 | 118
COc1ccc(CCN2C(=O)C(C)SC2=S)cc1OC (stereo not drawn) | 49 | 73 | 113 | 97 | 33 | 106 | 42 | 71
Fc1ccc(-c2cc3nc(C(Cl)Cl)nc(-c4ccccc4)n3n2)cc1 | 22 | 19 | 46 | -10* | -59* | -18* | 8.5* | 87
Cc1ccnc(NS(=O)(=O)c2ccc(N=Nc3c(N)nc(N)nc3N)cc2)n1 | 110 | 112 | 115 | 120 | 100 | 100 | 97 | 103
COc1cc(Cn2cc3c(c2)-c2onc(CN4CCCC4)c2CC3)cc(OC)c1OC | 76 | 60 | 93 | 91 | 83 | 98 | 81 | 98
COc1cc(C=C2C(=O)NC(=S)NC2=O)cc(CN2CCCCC2)c1O | 109 | 107 | 114 | 103 | 108 | 105 | 99 | 99
OC(CBr)c1c(Cl)ccc2ccccc12 (stereo not drawn) | 95 | 92 | 112 | 87 | 110 | 108 | 84 | 84
CN(C)c1ccc2c(c1[N+](=O)[O-])Cc1ccccc1-2 | 80 | 104 | 104 | 85 | 103 | 79 | 100 | 87
Nc1cc2ccccc2c(=O)n1NC(=O)c1ccc(Cl)cc1 | 86 | 99 | 105 | nt | 113 | nt | 92 | nt
C=CCC(=S)NNC(=O)c1ccncc1 | 98 | 102 | nt | 108 | 105 | 103 | 93 | 99
FC(F)(F)c1cccc(COCCN2CCN(Cc3cccc(C(F)(F)F)c3)CC2)c1 | 83 | 85 | 103 | 97 | nt | 93 | 99 | 108
CN(C)c1ccc(/C=c2\sc(=C(C#N)C#N)[nH]c2=O)cc1 | 105 | nt | 85 | 107 | 100 | 105 | 93 | nt
NS(=O)(=O)c1cccc(NC(=O)Nc2nc3ccccc3s2)c1 | 46 | 58 | 103 | 72 | 77 | 84 | 57 | 74
CCCCC(=O)OC(C)COc1ccccc1Cl (stereo not drawn) | 86 | 92 | 95 | 105 | 95 | 110 | 100 | 96
CS(=O)(=O)Oc1c(Cl)c(Cl)c(OS(C)(=O)=O)c(Cl)c1Cl | 99 | 96 | 108 | 110 | 106 | 133 | 94 | 109
Cn1c(=O)[nH]c2ccccc2c1=O | 95 | 103 | 91 | nt | 107 | nt | 90 | nt
[O-][n+]1c(Cl)cc(Cl)c2ccccc21 | 98 | 85 | nt | 100 | 123 | 92 | 97 | 97
O=C(CC(O)(CC(=O)OCc1ccccc1)C(=O)OCc1ccccc1)OCc1ccccc1 | 89 | 98 | 104 | 93 | 108 | 98 | 104 | 78
COc1ccc2c(c1)O/C(=C\c1ccc(OCC(=O)Nc3nccs3)cc1)C2=O | 103 | 66 | 99 | 70 | nt | 102 | 105 | 104

One compound at a time, as listed above. Values in the order: T-47D | K-562 | BT-549 | MDA-MB-231 | MDA-MB-468 | HS 578T | MCF7 | LOX IMVI
`Fc1ccc(-c2cc3nc(C(Cl)Cl)nc(-c4ccccc4)n3n2)cc1` as listed: 22 | 19 | 46 | -10* | -59* | -18* | 8.5* | 87
`N#Cc1c(-c2cccc(Cl)c2)nn(CC(=O)N2CCOCC2)c1N` as listed: 101 | 107 | 92 | 107 | 112 | 88 | 94 | 98

The list continues.
SMILES | T-47D | K-562 | BT-549 | MDA-MB-231 | MDA-MB-468 | HS 578T | MCF7 | LOX IMVI
Cc1n(Cc2ccc3ccccc3c2)cc[n+]1Cc1ccc2ccccc2c1 | 0.8* | 10 | -14* | -24* | -23* | nt | 7.5* | -75*
Cc1ccsc1[C@@H]1C[C@@H]2Cc3cc(Br)c4ccccc4c3N1O2 | 94 | 80 | 114 | 102 | 91 | nt | 91 | 99
CC(=O)OC/C=C1/CC[C@H]2[C@@H]3C[C@H](C)C4=CC(=O)CC[C@]4(C)[C@H]3[C@@H](O)C[C@]12C | 90 | 87 | 80 | 94 | 95 | 103 | 116 | 93
Cc1cc(C)c(C[N+](C)(C)Cc2ccccc2)c(C)c1 | 84 | 88 | 91 | 104 | 79 | 106 | 99 | 91
O=C(OCc1ccc2c(Br)cc(Br)c(O)c2n1)c1cc2ccccc2[nH]1 | -69* | 1.1* | -84* | -82* | -73* | -4.5* | -35* | -93*
Cc1ccc2ccccc2c1CSC#N | 88 | 83 | 87 | 104 | 100 | 110 | 87 | 94
Nc1ccc(F)c(Cl)c1F | 102 | 100 | 89 | 101 | 93 | 96 | 102 | 95
Nc1nnc(-c2nonc2N)o1 | nt | 91 | nt | 102 | 108 | 111 | 103 | 98
Cc1nc(-c2cc3ccccc3oc2=O)ccc1C(=O)/C=C/c1cccc2ccccc12 | 107 | 113 | 121 | 102 | 114 | 105 | 84 | 72
CCn1c2ccccc2c2c3ncc4cccn4c3ccc21 | 32 | 105 | 93 | 73 | 49 | 95 | 58 | 65
O=C1NCCN1Cc1ccccc1 | 94 | 100 | 108 | 101 | 100 | 126 | 93 | 107
COc1cccc(C(N)=O)c1OC | 101 | 104 | 107 | 112 | 108 | 105 | 104 | 104
COC(=O)c1ccc(C(=O)c2ccccc2)cc1 | 93 | 98 | 98 | 107 | 92 | 96 | 102 | 102
C#Cc1cccc(NC(=O)Nc2ccc(NC(=O)C=C)cc2)c1 | 85[8.25 µM] | 100[8.25 µM] | 81[8.25 µM] | 103[8.25 µM] | 86[8.25 µM] | 104[8.25 µM] | 95[8.25 µM] | 105[8.25 µM]
COc1ccc(C=Nc2n[nH]c(Nc3ccccc3)c2C#N)cc1 | 95 | nt | nt | 101 | 105 | 112 | 21 | 103
O=C1N=C(c2ccccc2)C(c2ccccc2)N1 (stereo not drawn) | 97 | 97&109 | 95&94 | 97 | 124&104 | 108&97 | 96&85 | 93&99
COc1cc(NC(=O)C2=C(C)NC(C)=C(C(=O)Nc3cc(OC)c(Cl)cc3OC)C2c2cccc([N+](=O)[O-])c2)c(OC)cc1Cl | nt | 33 | 37 | nt | -12* | 8.6* | 15 | 23
N#Cc1c(NC(=O)c2cccs2)[n+]([O-])c2cc(Cl)c(Cl)cc2[n+]1[O-] | 85 | 92 | 67 | 96 | nt | 83 | 78 | 88
CC1=C(Cl)C(P(=O)(c2ccccc2)c2ccccc2)CP(=O)(c2ccccc2)C1 (stereo not drawn) | 87 | 102 | 109 | 108 | nt | 100 | 105 | 92
CC1=Nc2nc(=NCCCN(C)C)nc3cccc(n23)N1 | nt | 101 | 112 | nt | 105 | 96 | 98 | 101
O=C1/C(=C\c2cn(C(=O)c3ccc(Cl)cc3)c3ccccc23)c2ccccc2N1c1c(Cl)cccc1Cl | 92 | 115 | 107 | 103 | 98 | 107 | 96 | 98
COc1ccc(-c2c(-c3cccc(OC)c3)sc3nc(-c4ccc(Cl)cc4)c(/C=C/c4cc(OC)c(OC)c(OC)c4)n23)cc1 | 77 | 89 | 96 | 88 | 96 | 95 | 85 | 95
CCNC(=O)c1ccc2c(c1)nc(-c1ccc(Cl)cc1)n2-c1cc(C(C)(C)C)[nH]n1 | 52 | nt | 42 | 64 | 33 | 60 | 15 | 33
CCCCCCCCCCCCCCNc1nc(C#N)ncc1-c1ccc(C(F)(F)F)cc1 | 93 | 86 | 95 | 112 | 101 | 95 | 99 | nt
N#Cc1ccccc1-c1ccc(CN2C(=O)S/C(=C\c3ccc(F)cc3)C2=O)cc1 | 84 | 86 | 110 | 101 | 112 | 93 | 107 | 101

Individual results from the list.
In HS 578T, CCn1c2ccccc2c2c3ncc4cccn4c3ccc21 shows 95
In HS 578T, Cc1nc(-c2cc3ccccc3oc2=O)ccc1C(=O)/C=C/c1cccc2ccccc12 shows 105
In K-562, COc1ccc(-c2c(-c3cccc(OC)c3)sc3nc(-c4ccc(Cl)cc4)c(/C=C/c4cc(OC)c(OC)c(OC)c4)n23)cc1 shows 89

Carrying on:
SMILES | T-47D | K-562 | BT-549 | MDA-MB-231 | MDA-MB-468 | HS 578T | MCF7 | LOX IMVI
Cc1ccc(Nc2nnc(-c3cc(F)c(F)c(F)c3)o2)cc1 | 73 | 53 | 110 | 82 | 99 | 113 | 18 | nt
COc1cc(N=Nc2cc(S(=O)(=O)O)cc3cc(S(=O)(=O)O)cc(O)c23)c(C)cc1N=Nc1c(S(=O)(=O)O)cc2cc(Nc3ccccc3)ccc2c1O | 93 | 85 | 103 | 107 | 115 | 108 | 103 | 99
N#Cc1ccc(NC(=O)Nc2ccc(Oc3ccc(NC(=O)Nc4ccc(C#N)cc4)cc3)cc2)cc1 | 2.9* | 0.5* | -15* | 54 | 26 | 39 | 20 | 35
O=C(Nc1ccc(OS(=O)(=O)c2ccc(C(F)(F)F)cc2)cc1)c1ccc(Cl)cc1 | 84 | 85 | 95 | 91 | 89 | 95 | 97 | 94
O=C(O)c1ccc(N2C(=O)c3nccnc3C2=O)cc1 | 94 | 101 | 100 | 97 | 113 | nt | 92 | 94
COc1cccc(-c2nc3sccn3c2-c2ccnc(NCCNC(=O)c3ccc(N4CCOCC4)c(C(F)(F)F)c3)n2)c1 | 67 | 33 | 75 | 94 | 91 | nt | 91 | 73
CC(C)(C)OC[C@@H]1N=C(c2ccc(Br)cc2)Nc2nc3ccccn3c2C1=O | 62 | 25 | 73 | 61 | 46 | 65 | 28 | 59
CC1(C)Oc2ccccc2O1 | 120 | 136 | 103 | 91 | 104 | 101 | 97 | 113
COc1cccc2c1OC(c1ccc3noc(-c4ccccc4)c3c1)N1N=C(c3ccc(C)cc3)CC21 (stereo not drawn) | 103 | 104 | 112 | 98 | 103 | 104 | 89 | 117
FCc1ncc(-c2ccc(C(F)(F)F)cc2)c(NC2CCCCCC2)n1 | -11*[100 µM] | -3.0*[100 µM] | -50*[100 µM] | 0.0*[100 µM] | 25[100 µM] | 41[100 µM] | 1.0*[100 µM] | -53*[100 µM]
COC(=O)c1cc(C)c(C)cc1NC1OC(CO)C(O)C1O (stereo not drawn) | 97 | nt | 108 | 108 | nt | 93 | 99 | 97
CC(=O)OCC(C)(COC(C)=O)[N+](=O)[O-] | 104 | 109 | 101 | 111 | 112 | 103 | 101 | 94
CCc1ccc(C(=O)NNC(=O)Cc2coc3cc(OC)ccc23)cc1 | 100 | 92 | 96 | 102 | nt | 91 | 95 | 98
COc1ccc(C#CC(=O)O)c(OC)c1 | 99 | 96 | 100 | 108 | 105 | 106 | 108 | 96
CN(C)CCC(=O)c1ccc2ccccc2c1 | 91 | 78 | 105 | 110 | 75 | 138 | 48 | 97
COc1cccc(-c2nc3sccn3c2-c2ccnc(NCCN3CC(C)(C)NS3(=O)=O)n2)c1 | 91 | nt | 120 | 94 | 114 | 108 | 100 | 58
COc1cc(OC)c(C(=O)/C=C/c2ccccc2C(F)(F)F)c(OC)c1 | 73 | 76 | 77 | 92 | 73 | 103 | 62 | 76
C/C(=N/NC(N)=O)c1ccc2c3c(cc(Br)c2c1)CCCC3 | 94 | 94 | 95 | 87 | 91 | 81 | 86 | 107
CC(=O)c1ccc(Cl)s1 | 103 | 112 | nt | 128 | 110 | 94 | 111 | 105
Nc1c2c(=O)n3c(nc2nn1-c1nc2ccc(Cl)cc2s1)-c1ccccc1Sc1ccccc1-3 | 46 | 56 | 92 | 69 | 73 | 92 | 63 | 89
O=C1c2ccccc2C(=O)N1c1ccc2oc(=O)ccc2c1 | 105 | 100 | 111 | 96 | 95 | 94 | 96 | 98
c1ccc2c(c1)CCc1c(-c3noc4c3CCc3ccccc3-4)noc1-2 | 91 | 98 | 96 | 75 | 120 | 93 | 92 | nt
O=S(=O)(c1ccccc1)N1CCN(c2nccc(-c3c(-c4cccc(F)c4)nc4sccn34)n2)CC1 | 39 | 43 | 84 | 79 | 52 | 84 | 68 | 73
CN(C1CC1)S(=O)(=O)c1ccc(-c2cnc(N)c(-c3ccc4c(c3)CCNC4=O)n2)cc1 | 105 | 44 | 99 | 138 | 137 | 115 | 57 | 102
Nc1nc(CO)c(CCCCc2ccccc2)c(=O)[nH]1 | 91 | 93 | 101 | 94 | 96 | 85 | 87 | 107
COc1ccc(/C=C/C(=O)c2ccc(OC)c(S(=O)(=O)Nc3cccnc3)c2)cc1 | 91 | 63 | 91 | 97 | 82 | 95 | 63 | 80
Clc1ccc(Cn2c(CN3CCCC3)nc3ccccc32)cc1 | 61 | nt | 89 | 47 | 51 | nt | 67 | 74
COc1ccc(C2NNC(=S)N2)cc1O (stereo not drawn) | 96 | 101 | 98 | 105 | 123 | 102 | 94 | 99

Quoted at random: four entries already listed, in no set order.
SMILES | T-47D | K-562 | BT-549 | MDA-MB-231 | MDA-MB-468 | HS 578T | MCF7 | LOX IMVI
COc1ccc(C2NNC(=S)N2)cc1O (stereo not drawn) | 96 | 101 | 98 | 105 | 123 | 102 | 94 | 99
COc1ccc(C#CC(=O)O)c(OC)c1 | 99 | 96 | 100 | 108 | 105 | 106 | 108 | 96
O=C(Nc1ccc(OS(=O)(=O)c2ccc(C(F)(F)F)cc2)cc1)c1ccc(Cl)cc1 | 84 | 85 | 95 | 91 | 89 | 95 | 97 | 94
Clc1ccc(Cn2c(CN3CCCC3)nc3ccccc32)cc1 | 61 | nt | 89 | 47 | 51 | nt | 67 | 74

Bioassay records from PubChem BioAssay.
